Gli-Sufu block: Gli-Sufu pathway antagonism. Sufu-KO-LIGHT fibroblasts, Gli luciferase reporter luminescence. inhibition, % at 5 µM. 0.74% of 340,000 active;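 active means inhibition above about 55%, limit read from the data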;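 further: 0% = DMSO-treated cells and 100% = wells with medium but no cells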
EBI2 antag: blocks human EBI2 receptor beta-arrestin signaling. inhibition, % at 5 µM. P32249. AID 651636. EBI2 beta-arrestin recruitment, luminescence, 7a,25-OHC stimulated. 0.81% of 360,000 active; in the data active means inhibition above about 38%;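 further: enzyme fragment complementation signal reports receptor beta-arrestin coupling in cells; 0% = agonist plus DMSO wells and 100% = wells without agonist; some results beyond the cut were filed as inactive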
Jurkat NFkB inh: inhibitors of the PMA/ionomycin-induced NF-kB reporter in Jurkat cells | PMA/ionomycin-induced NF-kB luciferase reporter, luminescence | inhibition, % at 4 µM | 0.53% of 330,000 active | AID 435003; in the data active means inhibition above about 50%
UPR XBP1 act: adaptive UPR (XBP1) activation. CHO-XBP1 luciferase reporter, IRE1-XBP1 UPR activation, luminescence; percent of tunicamycin response, DMSO as zero. activation, % at 20 µM. 0.33% of 330,000 active;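 active means versus positive control, 20 µM dose yields 30% or more activation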;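 further: 100% = tunicamycin at 10 µg/mL and 0% = DMSO only wells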
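Material: CHO cell line with stable XBP1 luciferase reporter; schedule: 16-18 h cell attachment at 37 °C, then 6 h compound exposure; signal: glow luminescence from Steady-Glo reagent; medium: serum-containing F12 medium, 10% FBS; benchmarks: tunicamycin 10 µg/mL and vehicle-only wells; read-out: percent activation relative to tunicamycin reference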
697 NFkB inh: inhibitors of the PMA/ionomycin-induced NF-kB reporter in 697 B cells | 0.33% of 330,000 active | 697 B-cell NF-kB luciferase reporter, 16 h | inhibition, % at 4 µM | AID 435022; in the data active means inhibition above about 35%
CCR6 antagonist: blocks CCL20-driven beta-arrestin recruitment at human CCR6. P51684. CHO-K1 CCR6 PathHunter beta-arrestin, luminescence, CCL20-stimulated. inhibition, % at 20 µM. 0.49% of 340,000 active. AID 493098;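 active means compounds whose inhibition of the agonist-driven luminescence signal at 20 µM reaches about 50%, limit read from the data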;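 further: cells stimulated with CCL20 at 14 nM final; plate controls were DMSO with CCL20 for no effect and DMSO without agonist for full effect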
Target sequence (P51684 whole entry, looked up): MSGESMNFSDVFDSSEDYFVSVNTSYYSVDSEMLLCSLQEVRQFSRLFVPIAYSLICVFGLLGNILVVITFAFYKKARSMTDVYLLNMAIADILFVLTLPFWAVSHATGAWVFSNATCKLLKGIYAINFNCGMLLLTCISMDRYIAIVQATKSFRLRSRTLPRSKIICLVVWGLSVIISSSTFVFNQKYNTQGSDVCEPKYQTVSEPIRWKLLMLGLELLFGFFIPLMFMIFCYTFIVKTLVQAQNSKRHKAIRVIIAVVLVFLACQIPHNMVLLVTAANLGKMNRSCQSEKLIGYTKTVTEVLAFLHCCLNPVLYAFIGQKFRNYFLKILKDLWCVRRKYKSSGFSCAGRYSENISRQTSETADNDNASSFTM
CXCR6 inh: CXCR6 (human) receptor inhibition; AID 602244; inhibition, % at 20 µM; CHO-K1 PathHunter CXCR6 beta-arrestin, luminescence; 0.36% of 360,000 active; in the data active means inhibition above about 34%, passing the limit was not always enough;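 further: antagonist mode with CXCL16 agonist at 10 nM final; 0% = 10 nM CXCL16 with DMSO and 100% = unstimulated wells without agonist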
Target sequence (O00574 whole entry, looked up): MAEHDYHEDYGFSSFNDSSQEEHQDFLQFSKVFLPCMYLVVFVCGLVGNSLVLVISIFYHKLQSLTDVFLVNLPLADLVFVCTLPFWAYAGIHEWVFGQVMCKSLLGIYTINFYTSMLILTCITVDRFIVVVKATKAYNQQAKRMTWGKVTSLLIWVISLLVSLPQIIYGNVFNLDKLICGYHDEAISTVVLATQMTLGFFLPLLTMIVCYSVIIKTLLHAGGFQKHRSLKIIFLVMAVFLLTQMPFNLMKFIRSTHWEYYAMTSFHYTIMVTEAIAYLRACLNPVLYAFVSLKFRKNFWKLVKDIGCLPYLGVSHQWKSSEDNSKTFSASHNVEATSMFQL
Mdm2-MdmX inh: human Mdm2/MdmX binding inhibition; O15151+Q00987; SaOS-2 split-luciferase Mdm2/MdmX complementation, luminescence; inhibition, % at 8 µM; 3% of 330,000 active;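 active means inhibition of at least 50% at 8 µM in the primary screen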
UPR CHOP act: activators of apoptotic arm of unfolded protein response (CHOP); CHO-CHOP luciferase reporter, UPR activation, luminescence; percent of tunicamycin response over DMSO baseline; activation, % at 10 µM; 0.34% of 330,000 active;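 active means at 10 µM dose, activation of 40% or more, normalized to positive control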;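 further: 100% = tunicamycin at 10 µg/mL and 0% = DMSO alone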
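assay system = CHO CHOP reporter cells | amount = 500 CHO-CHOP cells per well | buffer or medium = F12 with 10% FBS | incubation = 16-18 h cell attachment, then 6 h compound exposure, 37 °C | detection = luminescence read with Steady-Glo | read-out = percent activation relative to tunicamycin control | controls = tunicamycin high control, DMSO low control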
* hit, by the source's call; · = not tested or not shown. An unsorted share of the library. Share with any hit: about 5%.

SMILES	Gli-Sufu block	EBI2 antag	Jurkat NFkB inh	UPR XBP1 act	697 NFkB inh	CCR6 antagonist	CXCR6 inh	Mdm2-MdmX inh	UPR CHOP act
CC1=C(C(=O)Nc2cc(C(=O)N3CCC(C)CC3)ccc2C)SCCO1	-5	-9	13	-10	9	14	0	8	3.2
Cc1cc(OCC(=O)Nc2ccncc2)ccc1Br	-11	-2	4	-1	-1	-10	-4	11	-2.0
CCn1nc(C(=O)Nc2ccc3nc(C)sc3c2)c2ccccc2c1=O	-6	-4	-3	2	11	8	1	28	1.4
CCC(Oc1ccc(C)cc1)C(=O)Nc1ccc(S(=O)(=O)Nc2cc(C)on2)cc1 (stereo unspecified)	-37	4	10	13	7	11	-2	20	0.5
CCOC(=O)NC(=O)CSc1cc(C)c2cc(C)cc(C)c2n1	1	-12	19	1	-5	11	-1	-4	-0.1
COCCN(CCOC)C(=O)c1sc2nc(-c3ccccc3)cn2c1C	-2	7	10	-3	19	-3	-3	0	-1.1
O=C(COC(=O)/C=C/c1cccc(F)c1)NNC(=O)c1ccccc1	-4	-11	2	-3	-4	21	4	13	1.5
Cc1c(Cl)cccc1NC(=S)NCc1ccc2c(c1)OCO2	-1	-1	4	0	3	18	-6	-5	3.9
COc1ccc(C)c(-n2c(=O)n(Cc3ccccc3)c(=O)c3[nH]cnc32)c1	41	37	5	1	7	81*	69*	21	-0.4
O=C(CCN=C1NS(=O)(=O)c2ccccc21)Nc1ccc(Cl)cc1F	-10	-6	-7	-3	17	6	2	1	0.4
O=C(NCCCN1CCCC1=O)c1ccc(Cl)c(NS(=O)(=O)c2ccc(F)cc2)c1	-24	-7	-8	0	9	-11	0	-10	-1.9
CC(C)OC(=O)CC(=O)CSc1nc(-c2ccc(F)cc2)cc(-c2ccccc2)c1C#N	14	32	1	4	13	19	-2	5	1.3
N#Cc1ccccc1OCC(=O)C1CC1	-29	4	2	-1	3	-8	-8	-19	2.3
O=C(NCC1CCCO1)c1cn(Cc2ccccc2)nc1-c1ccccc1 (stereo unspecified)	-1	-2	1	-2	2	-4	10	-27	-0.7
O=c1cc(/N=C/c2coc3cc(Br)ccc3c2=O)[nH]c(=S)[nH]1	-6	-1	-2	1	-13	10	2	23	0.0
Cc1cc(C)n(-c2ccccc2[N+](=O)[O-])n1	-11	-2	1	-3	16	-6	-4	21	-1.3
Cc1c(NS(=O)(=O)c2cc(C(=O)OCC(=O)N3CCC(C)CC3)ccc2Cl)c(=O)n(-c2ccccc2)n1C	-12	-14	-13	0	10	-1	4	15	0.4
COCCn1c(C)cc(C(=O)CSc2nnc3ccccn23)c1C	17	-1	-18	-8	-38	15	3	54*	-8.7
NC(=O)C1=C(c2ccccc2)c2ccccc2C1=O	14	-75	·	·	·	19	-6	·	·
CCOC(=O)c1cnc(SCC(=O)OCC(=O)N(CC)C2CCS(=O)(=O)C2)nc1N (stereo unspecified)	-12	0	0	-1	6	8	-1	13	-0.3
CC(C)NC(=S)Nc1c(N)[nH]c(=O)[nH]c1=O	-4	-11	-2	-2	9	2	-6	9	-0.2
Cc1ccc2c(c1)c1c(n2CCc2ccc(C)nc2)CCN(C)C1	-15	-3	6	-2	-10	0	5	0	0.4
CCN(Cc1nc(-c2ccc(Cl)cc2)no1)CC1CCCO1 (stereo unspecified)	20	-5	-8	-2	-10	6	-5	-18	0.4
Cc1nc2ncnn2c(C)c1CCC(=O)N1CCN(Cc2ccccc2)CC1	-8	1	-12	-1	-5	-8	0	4	0.6
O=S(=O)(c1ccccc1)c1nc(-c2ccco2)oc1N1CCCCCC1	0	-4	4	-1	20	6	3	15	-2.7
COc1ccc(CCNCC(O)COc2cccc(Br)c2)cc1 (stereo unspecified)	32	-9	5	-1	24	18	-8	-11	0.6
CC(=O)c1c(C)[nH]c(C(=O)COC(=O)CCCOc2ccccc2)c1C	31	-12	-1	-2	6	1	-6	-1	-0.4
CCOc1ccc(N/C(C)=C/C(=O)c2ccc(C)o2)cc1	-74	12	-52	4	-14	10	8	-15	2.5
CCc1c(C(=O)NCc2ccccc2Cl)[nH]c(C)c1C(C)=O	-13	-7	2	1	0	-6	4	5	1.6
CCOCCCNC(=O)C(c1ccc(Cl)cc1)N(Cc1cccs1)C(=O)c1ccccn1 (stereo unspecified)	2	-5	-5	-1	12	-3	-10	23	1.2
C=CCn1c(=O)c2c(nc(Br)n2Cc2ccccc2Cl)n(C)c1=O	-7	10	-14	-3	-13	3	-7	11	-0.9
Cc1ccccc1CN1CCNC(=O)C1CC(=O)N(C)CCC1CCOCC1 (stereo unspecified)	8	-5	6	-6	2	7	-5	-12	0.9
O=C(Nc1ccccc1)c1cc2ccc3ccccc3c2s1	-71	6	-151	5	12	0	-13	-45	5.5
Cc1cccc(C)c1-n1c(C)cc(/C=N\Nc2ccc([N+](=O)[O-])cn2)c1C	16	32	-8	0	-14	28	14	38	-1.4
O=[N+]([O-])c1cccnc1N/N=C/c1ccccc1O	28	10	-16	-5	-120	7	0	47	-2.4
COc1ccc(C)cc1NC(=O)c1cc2ccccc2o1	-16	14	-23	4	-30	-1	-5	-34	0.9
O=C(CN1C(=O)COc2ccc(S(=O)(=O)N3CCCC3)cc21)NCc1ccccn1	0	-12	3	-2	18	0	3	-12	1.5
Cn1c(=O)c([N+](=O)[O-])c(NCc2ccccc2Cl)c2ccccc21	1	-2	1	3	1	8	-7	12	0.0
S=C(NNC(=S)NC1CC2C=CC1C2)NC1CC2C=CC1C2 (stereo unspecified)	-5	7	-20	1	-27	3	-7	4	-0.8
Cc1cc(C)c(S(=O)(=O)NCC2CCC(C(=O)NCCCN3CCC(C)CC3)CC2)c(C)c1 (stereo unspecified)	-2	9	-3	0	-8	10	2	51*	0.6
COCCNC(=O)CSc1cc(=O)n(C)c2cc(Cl)ccc12	-4	-4	-10	-3	3	-10	-11	13	-2.2
Cc1ccc(-c2nc(N)sc2-c2ccccc2)cc1C	2	-5	-3	5	-7	7	-9	-17	0.8
CCOc1ccc(-n2c(=O)c3sccc3n(CC(=O)NCC3CCCO3)c2=O)cc1 (stereo unspecified)	-7	-8	0	-1	12	10	-4	8	0.6
Cc1cc(Nc2ccc(Cl)cc2)nc(N2CCOCC2)n1	-7	-4	-25	1	7	-10	-13	9	5.1
O=C(NCCCO)c1cc2c([nH]c3ccccc32)c(-c2ccc(F)cc2)n1	5	5	1	4	15	10	-14	41	4.2
O=C(CCNS(=O)(=O)c1ccccc1)N1CCN(c2ccccc2)CC1	15	-17	-2	-4	-13	4	2	4	0.5
COc1ccc(-c2cn3c(C)c(C(=O)Nc4cc(NC(C)=O)ccc4OC)sc3n2)cc1	2	-1	48	-1	-27	-13	0	44	-0.3
CC(C)CNC(=O)NC(=O)COC(=O)c1cc([N+](=O)[O-])ccc1NCc1ccccc1Cl	·	·	10	4	1	·	·	13	1.4

Continued; the last 4 above are carried over.
SMILES	Gli-Sufu block	EBI2 antag	Jurkat NFkB inh	UPR XBP1 act	697 NFkB inh	CCR6 antagonist	CXCR6 inh	Mdm2-MdmX inh	UPR CHOP act
O=C(NCCCO)c1cc2c([nH]c3ccccc32)c(-c2ccc(F)cc2)n1	5	5	1	4	15	10	-14	41	4.2
O=C(CCNS(=O)(=O)c1ccccc1)N1CCN(c2ccccc2)CC1	15	-17	-2	-4	-13	4	2	4	0.5
COc1ccc(-c2cn3c(C)c(C(=O)Nc4cc(NC(C)=O)ccc4OC)sc3n2)cc1	2	-1	48	-1	-27	-13	0	44	-0.3
CC(C)CNC(=O)NC(=O)COC(=O)c1cc([N+](=O)[O-])ccc1NCc1ccccc1Cl	·	·	10	4	1	·	·	13	1.4
CCc1cccc(CC)c1NC(=O)C1CSC2(C)CCC(=O)N12 (stereo unspecified)	-10	-10	13	-3	15	-4	5	3	-1.3
CCOC(=O)Cc1csc(SCC(=O)NC2CCCC2)n1	3	6	1	-3	11	-2	9	15	-0.3
O=C(CSc1nc2ccccc2s1)Nc1cc(S(=O)(=O)N2CCOCC2)ccc1O	-12	-5	-12	0	-27	-6	-11	4	-0.7
CCNS(=O)(=O)c1cc(Br)ccc1OC	-1	-7	-4	1	-22	-6	-6	-1	-0.4
CCOc1ccc(S(=O)(=O)N/N=C(\C)Cc2ccc(OC)cc2)cc1	2	5	-4	1	18	1	1	-19	-0.2
NS(=O)(=O)c1ccc(NCc2ccccc2OCc2ccc(F)cc2)cc1	-2	2	11	-4	-19	-4	-10	25	-0.4
Cc1ccccc1OCC(=O)OCC(=O)Nc1ccc(N2CCOCC2)cc1	-7	1	-10	-1	-19	1	3	14	0.2
O=C1OCCN1C(=O)[C@H]1[C@H](c2ccc(Cl)cc2)C(c2cccc(Cl)c2)=NN1c1ccccc1	-2	8	10	-1	-16	-2	-10	25	2.3
CCCCCOc1ccc(C(=O)OC(C)C(=O)NCc2ccco2)cc1 (stereo unspecified)	-8	3	2	-5	1	18	2	29	5.0
COCCOC(=O)c1c(NC(=O)CN(C)c2ccccc2)sc(C(N)=O)c1C	13	88*	-9	5	-11	1	7	12	-0.4
COc1ccc(-c2cc(C(=O)c3c(N)n(C)c(=O)n(C)c3=O)c3ccccc3n2)cc1	-23	4	-60	2	-45	10	5	-55	1.8
Cc1noc(C)c1COc1ccc2ccc(=O)oc2c1	-13	-7	7	1	19	-10	-6	6	1.0
O=C(CSc1n[nH]c(-c2ccccc2)n1)Nc1ncc(Br)cc1Br	-5	-12	-5	-3	5	-2	-3	-5	-1.1
COc1ccc(/C(O)=C2/C(=O)C(=O)N(c3ccccn3)C2c2ccc(C(C)C)cc2)cc1 (stereo unspecified)	-14	-1	-49	1	-10	19	3	-10	0.7
CCC(=O)Nc1cccc(C2=NOC3(C2)C[C@@H](C(N)=O)N(C(=O)c2ccc(OC)cc2)C3)c1 (stereo partly specified)	-32	-6	0	1	21	4	0	-12	1.8
COC(c1ccccc1)c1nnc(CCC(=O)N2CCN(Cc3cccs3)CC2)o1 (stereo unspecified)	24	-29	0	1	11	4	-1	6	-0.5
O=S(=O)(Cc1ccccc1)Nn1cnnc1	4	-7	-2	0	19	-9	-2	-6	-0.7
CC1CC1c1ccc(/C=C(\C#N)C(=O)Nc2ccc(Cl)cc2Cl)o1 (stereo unspecified)	-13	20	2	0	3	-1	4	-22	2.0
COc1ccc(-c2ncncc2-c2ccc(OC)c(OC)c2)c(O)c1	-14	2	-9	1	-7	-3	1	29	1.6
O=C(Cn1cnc2c(NCc3ccccc3)ncnc21)NCCCN1CCCC1=O	3	-11	·	5	23	27	-2	31	3.5
O=C(C1CCCO1)N1CCN(C(=S)Nc2ccccc2C(F)(F)F)CC1 (stereo unspecified)	6	-16	14	-2	-29	-4	4	8	-2.8
CC1(C)Cc2c(cnn2-c2ccccc2)C(=O)/C1=N\NC(=O)c1ccccc1N	-10	20	-17	11	-23	-14	4	-4	5.8
N/N=c1\sc2ccccc2n1-c1ccccc1	-8	-5	10	0	16	10	-5	-5	-0.7
COc1ccccc1N(C)C(=O)c1cc(S(=O)(=O)N2CCc3ccccc32)cn1C	2	31	-1	0	18	14	-2	14	1.4
